SSB-PriA inh – inhibitors of Klebsiella pneumoniae PriA binding to SSB C-terminal tail | AlphaScreen SSBct-PriA binding, biotinylated peptide | inhibition, % at 33 µM | 0.6% of 430,000 active; in the data active = inhibition mostly above about 37%, no sharp cut-off; inactive = mostly below about 20%;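 note: plate controls were negative control peptide for no effect and reference peptide for full effect; strong numbers were not always called active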
BoNT-A LC inh2 – inhibitors of Botulinum neurotoxin A light chain protease; inhibition, % at 10 µM; 0.17% of 360,000 active; multiplex microsphere protease substrate cleavage, flow cytometry; note: plate controls were buffer without enzyme for full effect and enzyme alone for no effect
TcdB inh – inhibitors of Clostridioides difficile toxin B glycohydrolase. TcdB glycohydrolase enzymatic assay, plate reader. AID 652162. inhibition, % at 9.99 µM. P18177. 0.24% of 350,000 active; in the data active = inhibition above about 10%
CCHFV vOTU inh – CCHFV vOTU protease inhibition | 0.55% of 370,000 active | inhibition, % at 11.5 µM | Pep-AMC fluorescence; in the data active = inhibition above about 30%; note: 0% = vehicle wells with enzyme and 100% = no enzyme wells
Y pestis TopoI – inhibitors of Yersinia pestis topoisomerase I; 0.064% of 360,000 active; activity, % at 10 µM; Y. pestis Topo-I cleavage product accumulation, plate reader; in the data active = activity above about 50%, passing the limit was not always enough; inconclusive = no clear call, values can overlap the other calls; note: inactives centre near 2
BH1578 lux ind – quorum light induction in luxS cqsA deficient V. cholerae; activation, % at 18.7 µM; 0.16% of 350,000 active; V. cholerae BH1578 lux reporter, luminescence, 6 h; in the data active = activation mostly above about 9.7%, no sharp cut-off; inconclusive = no clear call, values can overlap the other calls; inactive = mostly below about 3.7%; note: not every result past the cut was called active; inactives centre near 0; reference of the scale not given here
DUSP3 inh – DUSP3 (human) phosphatase inhibition. P51452. inhibition, % at 13.3 µM. 0.52% of 290,000 active. recombinant VHR phosphatase, pNPP absorbance; in the data active = inhibition above about 50%; note: some compounds called inactive have numbers as strong as hits
Target sequence (P51452 whole entry, looked up): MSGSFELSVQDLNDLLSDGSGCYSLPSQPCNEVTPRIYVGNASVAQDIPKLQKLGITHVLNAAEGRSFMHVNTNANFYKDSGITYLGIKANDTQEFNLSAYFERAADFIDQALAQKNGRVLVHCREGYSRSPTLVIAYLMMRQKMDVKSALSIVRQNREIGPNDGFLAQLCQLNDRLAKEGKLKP
SARS 3CLpro inh – SARS-CoV 3CLpro protease inhibition; P0C6X7; recombinant SARS-CoV 3CLpro, quenched FRET peptide cleavage; inhibition, % at 6 µM; 0.14% of 290,000 active; AID 1706; in the data active = inhibition above about 12%
Anthrax LF prot – inhibitors of Bacillus anthracis lethal factor protease; P15917; multiplex microsphere protease cleavage assay, LF; inhibition, % at 10 µM; 0.12% of 360,000 active; AID 588501; note: plate controls were buffer without enzyme for full effect and enzyme alone for no effect
Target sequence (P15917 whole entry, looked up): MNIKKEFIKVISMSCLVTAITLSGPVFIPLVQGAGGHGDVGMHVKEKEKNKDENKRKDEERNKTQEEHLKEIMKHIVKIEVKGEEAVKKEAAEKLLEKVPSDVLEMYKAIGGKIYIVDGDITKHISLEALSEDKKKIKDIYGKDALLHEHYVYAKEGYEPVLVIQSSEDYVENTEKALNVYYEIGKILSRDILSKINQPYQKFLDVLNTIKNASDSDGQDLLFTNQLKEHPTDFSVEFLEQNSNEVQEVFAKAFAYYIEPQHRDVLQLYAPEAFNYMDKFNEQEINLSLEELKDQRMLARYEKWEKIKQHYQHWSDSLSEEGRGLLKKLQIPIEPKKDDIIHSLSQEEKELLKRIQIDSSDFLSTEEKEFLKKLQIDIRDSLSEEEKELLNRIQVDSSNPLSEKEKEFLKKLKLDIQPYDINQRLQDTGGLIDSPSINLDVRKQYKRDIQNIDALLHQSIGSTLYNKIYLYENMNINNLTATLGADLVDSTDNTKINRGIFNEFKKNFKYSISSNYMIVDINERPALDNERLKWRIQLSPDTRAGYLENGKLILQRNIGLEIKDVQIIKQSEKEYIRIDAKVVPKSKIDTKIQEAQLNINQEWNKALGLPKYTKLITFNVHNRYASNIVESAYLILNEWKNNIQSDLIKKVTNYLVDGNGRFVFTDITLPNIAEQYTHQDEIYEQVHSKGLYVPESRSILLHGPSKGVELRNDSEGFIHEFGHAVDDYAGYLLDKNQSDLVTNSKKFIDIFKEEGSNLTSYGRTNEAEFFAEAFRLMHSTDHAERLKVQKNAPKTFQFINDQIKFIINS
PfHsp40 yeast – rescue of PfHsp40-mediated yeast toxicity; S. cerevisiae expressing PfHsp40, growth rescue, ATP luminescence; growth rescue, % at 12.5 µM; 0.68% of 340,000 active; AID 504582; in the data active = growth rescue above about 28%, passing the limit was not always enough; inconclusive = no clear call, values can overlap the other calls;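 note: yeast W303a lacking pdr1 and pdr3 grown in galactose medium; growth measured after three days at 30 °C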
Numbers without * were called inactive; i = inactive; ? = inconclusive; . = not tested or not shown. Cut-off read from the data, not from the text of the source, unless noted: active = inhibition above about 30%; inconclusive = no clear call, values can overlap the other calls; inactive = below that.

Each structure is followed by: SSB-PriA inh	BoNT-A LC inh2	TcdB inh	CCHFV vOTU inh	Y pestis TopoI	BH1578 lux ind	DUSP3 inh	SARS 3CLpro inh	Anthrax LF prot	PfHsp40 yeast
- Cc1cc(NC(=O)C(C)SCC(=O)Nc2cc(C(F)(F)F)ccc2N2CCOCC2)no1 (stereo unspecified)
  -12	-153	2.6	-10	5	-1.2	.	.	-25	-1.1
- COc1ccc(S(=O)(=O)NCC2CCCO2)cc1NC(=O)c1ccccc1F (stereo unspecified)
  -10	-0.2	0.9	8	12	-0.6	21	1	0	0.2
- COc1ccc(-c2cc(C(=O)OCC(=O)c3cccc([N+](=O)[O-])c3)c3cc(C)ccc3n2)cc1
  -3	5.3	0.4	9	-4	-0.2	-1	2	3	0.8
- COc1ccc(OC)c(/C=N/NC(=O)CSc2cc(C)nc3c(OC)cccc23)c1
  .	-0.3	1.3	-50	3	-0.2	53*	3	-3	0.7
- Cc1nn(C)cc1/C=N/NC(=O)Cn1nccc1C
  .	0.4	-0.6	-20	-1	-0.3	2	-3	-1	-0.1
- CCC/C=C1/CCCOC(C(=O)NCc2ccccn2)(C(F)(F)F)C1 (stereo unspecified)
  -2	0.4	0.6	-3	-3	i	.	.	1	-1.5
- Cn1nc(C2CC2)cc1NC(=O)C1(C)CCN1C(=O)Cc1ccc(-c2ccccc2)cc1 (stereo unspecified)
  .	-0.3	0.4	0	26	i	.	.	3	.
- COc1ccc(C(=O)c2ccc(N(C)C)cc2)c2ccccc12
  -4	0.7	.	7	-10	-0.7	-5	5	2	4.7
- CC(O)CNCCCOc1cccc(C(F)(F)F)c1 (stereo unspecified)
  -13	-0.7	-0.1	6	-12	i	29	1	-1	-1.0
- COc1cc(C(=O)N2CCN(Cc3ccc4c(c3)OCO4)CC2)c([N+](=O)[O-])cc1OC
  -12	.	0.9	3	13	-0.3	-23	-6	.	0.6
- COc1ccc(/C=N/NC(=O)c2cccnc2)cc1CSc1nc2ccccc2s1
  .	0.4	.	-10	29	-0.5	3	1	4	7.7
- COC(=O)Nc1ccc(C)c2nsnc12
  -1	-0.2	.	1	1	.	26	0	-8	14
- Cc1ccc(NC(=S)c2nc3ccccc3[nH]2)c(C)c1
  23	-1.1	.	5	-6	i	4	3	-2	331*
- CC(C)CNC(=O)COC(=O)c1c2c(nc3ccccc13)/C(=C/c1cccs1)CC2
  -10	31*	.	26	3	-0.2	0	6	24	-0.3
- Cn1cc(C(CC(=O)O)C(=O)O)c2ccccc21 (stereo unspecified)
  -5	0.1	-1.0	-24	-6	-0.2	0	4	2	-0.7
- CCn1c(CNc2ccc(Cl)cc2)nnc1SCC#N
  -2	0.1	0.7	-1	-9	i	-14	-1	1	-1.7
- FC(F)C(F)(F)C1=CC(c2ccccc2)=NCCN1
  -7	0.2	.	9	2	-1.1	8	-3	-3	0.9
- Cc1oc2c(F)c(F)c(F)c(F)c2c1S(=O)(=O)Nc1cccc(C(F)(F)F)c1
  -19	-1.5	2.1	44*	1	1.6	14	18*	-1	0.0
- O=C(CC12CC3CC(CC(C3)C1)C2)NCc1ccc(F)cc1
  -6	-2.2	0.4	0	5	i	64	-3	-12	1.8
- Cc1cc(C)cc(NC(=O)[C@@H](NC(=O)c2ccco2)C(C)C)c1
  10	3.5	-0.9	1	-9	-0.3	27	-1	2	16
- Cn1c(=O)c2[nH]c(SCc3ccccn3)nc2n(C)c1=S
  .	.	0.6	-10	.	.	17	1	.	.
- C/C(=N/NC(N)=S)c1cc2ccc(O)cc2oc1=O
  .	-0.9	-0.9	-227	-8	0.4	-9	3	-11	-1.1
- COc1ccc(C(C#N)=Cc2cccc(OC)c2OC)cc1
  .	-0.3	-5.1	5	23	i	.	.	4	.
- Cc1c(NC(=O)COC(=O)Cn2cc(C(F)(F)F)ccc2=O)cccc1[N+](=O)[O-]
  3	-1.2	-0.9	7	2	-0.4	.	.	-2	0.2
- COc1ccc(C(=O)Cc2ccccc2)cc1OC
  9	-2.5	.	2	-8	0.4	-14	3	-2	-0.5
- O=C1CCCN2N=C(SCC(=O)N3N=C(c4ccc(Br)cc4)CC3c3ccc(F)cc3)SC2=N1 (stereo unspecified)
  -5	-0.4	0.2	22	5	-0.6	15	9	-5	1.1
- O=C(NCc1ccc(F)cc1)C1CC(=O)N(Cc2ccco2)C1 (stereo unspecified)
  -10	-1.1	1.2	4	17	1.7	24	11	0	0.9
- O=c1cnnc(N/N=C/c2cccs2)[nH]1
  .	-1.0	-1.1	14	4	i	29	-2	-3	-0.5
- C/C(=N\NC(=O)c1nn(C)c(C)c1Br)c1ccc(NC(=O)C2CCCC2)cc1
  .	1.0	0.0	3	6	0.3	-2	-3	-9	0.8
- Cc1nc(SCC(=O)N2CCOCC2)c2c(C)c(C)sc2n1
  -3	-2.3	-0.5	7	4	i	7	-1	1	2.2

Continued (3 carried over from the part before).
Each structure is followed by: SSB-PriA inh	BoNT-A LC inh2	TcdB inh	CCHFV vOTU inh	Y pestis TopoI	BH1578 lux ind	DUSP3 inh	SARS 3CLpro inh	Anthrax LF prot	PfHsp40 yeast
- O=c1cnnc(N/N=C/c2cccs2)[nH]1
  .	-1.0	-1.1	14	4	i	29	-2	-3	-0.5
- C/C(=N\NC(=O)c1nn(C)c(C)c1Br)c1ccc(NC(=O)C2CCCC2)cc1
  .	1.0	0.0	3	6	0.3	-2	-3	-9	0.8
- Cc1nc(SCC(=O)N2CCOCC2)c2c(C)c(C)sc2n1
  -3	-2.3	-0.5	7	4	i	7	-1	1	2.2
- CCOc1ccc(-c2cc(C(=O)N3CCN(C)CC3)c3ccccc3n2)cc1
  -12	1.6	-0.1	-81	-1	i	7	2	1	0.9
- Nc1ccc[n+](CC(=O)c2ccccc2)c1
  -7	4.4	0.4	-7	-2	-0.3	-8	-7	17	-1.1
- O=C(CSc1ccccn1)N1CCCC(Nc2ccccc2)C1 (stereo unspecified)
  -7	2.8	1.0	-5	-6	i	9	-2	-1	-0.2
- COc1ccc(Br)cc1CN1CCCCCCC1
  5	?	1.8	-16	1	-1.0	-1	-5	-7	0.5
- O=C(CNc1ccccc1)N/N=C/c1ccc([N+](=O)[O-])cc1
  .	-0.9	.	20	2	-0.2	21	-5	-1	-0.1
- CCOC(=O)[C@@H]1[C@H]2COc3cc(OC)ccc3[C@@H]2N2C(=O)N(c3ccc(C)cc3)C(=O)[C@@]12C
  -9	-1.3	3.1	0	0	i	17	-4	1	0.3
- CCS(=O)(=O)N1CCN(c2c(Cl)cccc2[N+](=O)[O-])CC1
  11	0.6	.	7	3	-0.4	21	1	-1	?
- COc1cc(OC)c(C(=O)OCC(=O)c2cc(C)n(CC3CCCO3)c2C)cc1OC (stereo unspecified)
  15	-0.8	-0.9	5	20	0.1	14	2	-3	0.8
- Cc1ccc2nc(C)cc(N/N=C/c3cccnc3)c2c1
  .	-1.2	0.3	-7	9	-0.2	8	2	-8	-1.3
- CCCCC[C@H](O)/C=C/[C@@H]1[C@@H](C/C=C\CCCC(=O)O)[C@@H](O)C[C@H]1O
  -1	0.1	0.9	0	3	6.2	9	-10	1	1.7
- O=c1[nH]c(/C=C\c2cccc(Cl)c2)nc(O)c1[N+](=O)[O-]
  -20	0.7	0.4	0	-6	0.9	13	-1	-4	2.8
- Cc1ccccc1CC(=O)N1CCCC(CCC(=O)N2CCN(c3ccccn3)CC2)C1 (stereo unspecified)
  -8	-0.5	1.7	-4	21	i	30	-2	-2	-0.1
- O=C(CCN1CCN(c2ccccc2)CC1)Nc1nccs1
  -7	-0.2	.	11	-6	i	10	6	2	-1.2
- CSC1=NP(=S)(SC)N2CCCC2=C1C#N (stereo unspecified)
  -15	-3.3	.	23	-4	-0.7	44	-4	-6	-0.6
- CCOC(=O)c1c(C)nc2sccn12
  -7	0.2	.	-5	-4	-1.0	17	5	0	-0.1
- CC(C)(C)C1CCc2sc(-c3nnc(CCl)o3)cc2C1 (stereo unspecified)
  1	-0.2	3.0	1	9	0.9	-13	6	2	-0.8
- Cc1cc(NC(=O)c2ccc(Cl)cc2)no1
  -4	0.1	.	-15	-1	i	-2	-6	4	1.1
- Cc1ccc(C(=O)N2CCC3(CC2)Oc2ccc(F)cc2C(=O)C32CC(c3ccccc3)=NO2)s1 (stereo unspecified)
  -12	-0.6	0.1	-7	23	i	30	.	3	0.1
- CCN(CC)S(=O)(=O)c1ccc(S(=O)(=O)NCc2cccs2)cc1
  2	-1.5	2.1	3	-4	-0.3	-8	3	-1	-0.2
- CCC(C)(C)NC(=O)CN(C(=O)c1snc(C(N)=O)c1N)c1ccc2c(c1)OCO2
  10	-0.3	.	-18	-3	i	17	-2	0	-1.4
- CC(C)CCNC(=O)C(CC(C)C)N(Cc1ccc2c(c1)OCO2)C(=O)c1snc(C(N)=O)c1N (stereo unspecified)
  -10	-0.4	1.7	20	42	-0.2	12	3	-5	1.6
- O=C(NCc1ccc(F)cc1)c1noc2c1CCCC2
  -1	2.1	1.5	.	6	-0.7	-3	1	0	0.1
- Cc1ccc(S(=O)(=O)CCc2nc3ccccc3n2CCC#N)cc1
  -21	1.0	.	6	-2	.	-1	-3	7	-0.3
- CCOC(=O)CNC(=O)c1ccccc1
  -9	-0.1	.	-9	-10	i	27	-3	1	-1.2
- Cc1ccc(NS(=O)(=O)c2ccc(NC(=O)C3CC3)cc2)c(C)c1
  6	0.8	0.9	2	-1	-0.3	21	-4	2	-1.2
- O=C(NCCc1ccccn1)C1CC(=O)N(Cc2ccccc2Cl)C1 (stereo unspecified)
  -9	?	.	-5	3	i	36	3	-2	0.0
- Fc1ccc(-n2c(Cc3ccccc3)nnc2SCc2nc(-c3ccc(Cl)cc3)no2)cc1
  -22	-3.5	.	-3	33	i	-21	-3	-2	4.1
- O=C(CC1SC(=Nc2ccccc2)N(CCc2c[nH]c3ccccc23)C1=O)Nc1ccccc1F (stereo unspecified)
  21	0.1	1.1	-3	-7	-0.3	25	7	1	0.0
- CC1CCCN(C(=O)CSc2nnc(-c3ccc(S(=O)(=O)N4CCOCC4)cc3)n2C)C1 (stereo unspecified)
  1	0.6	.	-11	-7	4.8	-5	0	-8	0.5
- Cc1cc(C)c2nc(N3CCCC(C(=O)N4CCN(c5ncccn5)CC4)C3)sc2c1 (stereo unspecified)
  -3	0.1	.	-6	-4	-7.1	23	-1	2	-0.2
- CCCC(C(=O)NC1CCCC1)N(C(=O)c1snc(C(N)=O)c1N)c1ccc(F)cc1 (stereo unspecified)
  -12	0.3	-3.0	10	17	-0.3	7	0	-1	-0.4
- COC(=O)CN(C)C(=O)c1ccc(OC2CCN(S(=O)(=O)N(C)C)CC2)cc1
  -9	4.6	1.2	-2	3	i	-2	-1	8	-0.5
- Cc1ccc(S(=O)(=O)c2ccc([N+](=O)[O-])o2)cc1
  -6	0.5	-0.2	3	7	3.9	.	.	1	265*
- C/C(=C/CCC(C)[C@H]1CC[C@@]2(C)C3=C(CC[C@]12C)[C@@]1(C)CCC(=O)C(C)(C)[C@@H]1CC3)C(=O)O (stereo partly specified)
  8	-1.8	0.6	7	7	-3.6	20	-7	-6	-0.7
- COc1ccc(-c2cc3nc(-c4ccccc4)cc(N4CCCC(O)C4)n3n2)cc1 (stereo unspecified)
  -5	-0.2	0.7	-7	17	-0.3	12	3	0	66*
- Cc1ccc(CNC(=O)C2CCCN(Cc3cnn(-c4ccccc4)c3-n3cccc3)C2)cc1 (stereo unspecified)
  -4	?	.	-6	16	i	39	5	-4	-1.2
- CCCCn1c(SCC(=O)c2ccc(OCC)cc2)nc2cc(S(N)(=O)=O)ccc21
  -6	0.0	.	6	22	-0.4	18	1	-1	-0.3

Some of the compounds tested; the hit share may differ from the screen's.
